Neddylation inh – inhibitors of cullin neddylation, primary screen, biochemical, TR-FRET, uHTS, NAE and Ubc12; NEDD8-conjugating enzyme Ubc12 (Homo sapiens) + NEDD8-activating enzyme E1 regulatory …; calls only at 25 µM; actives 0.58% (n = 360,000); in the data active means inhibition above about 36%
FAS-TE inh – FAS thioesterase domain inhibitors, primary screen, biochemical, fluorescence intensity, uHTS | recombinant FAS-TE, OMFH fluorogenic substrate, fluorescence endpoint | AID 602261, 2012 | Fatty acid synthase (Homo sapiens), P49327 | actives 0.67% (n = 360,000) | inhibition, % at 15 µM;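 active means compounds whose normalised, plate-corrected inhibition of enzyme fluorescence in the single-dose primary screen is 50% or more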;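 further: 0% = DMSO with enzyme and 100% = substrate without enzyme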
SKN-1 block – suppressors of acrylamide-induced Pgst-4::GFP reporter in worms, primary screen, SKN-1 inhibitor project, whole organism, uHTS, GFP/RFP fluorescence ratio, strain VP596; C. elegans VP596 Pgst-4::GFP/RFP ratio, 24 h; inhibition, % at 21.8 µM; actives 0.49% (n = 360,000);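 active means interference check ratio from 0.5 to 1.5 plus GFP to RFP signal ratio inhibition reaching or exceeding a fixed threshold, cut at about 30% in these data, passing the limit was not always enough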; further: some compounds called inactive have numbers as strong as hits
MT1-MMP act inh – blockers of MT1-MMP proenzyme processing, primary screen, HT1080 RFP-PRO-GFP cells, GFP/RFP fluorescence; Matrix metalloproteinase-14 (Homo sapiens), P50281; GFP/RFP ratio fluorescence, overnight; percent of plate control window, DMSO zero; GFP/RFP ratio change, % at 20 µM; actives 0.061% (n = 360,000); AID 651647, 2012;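 active means GFP/RFP ratio change of at least 30% with cell ATP level not reduced by more than half and red fluorescence within 50% of control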; further: strong numbers were not always called active
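Material: RFP-PRO-GFP reporter HT1080 cells. Dosing: single-point 20 µM compound, 1% DMSO. Controls: DMSO and RFP-L50D-GFP cell wells. Timing: cells overnight before dosing, compound overnight, 37 °C, 5% CO2. Measure: GFP/RFP fluorescence ratio.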
CSN inh – inhibitors of CSN-mediated cullin deneddylation, primary screen, biochemical, fluorescence polarization, uHTS; actives 0.38% (n = 360,000); inhibition, % at 12.5 µM; Purified CSN, SCF-Nedd8-OG deneddylation; COP9 signalosome complex subunit 5 (Homo sapiens), Q92905;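 active means pattern-corrected inhibition above about 35%, with an unprinted fluorescence ratio check between 0.5 and 1.5, limit read from the data, passing the limit was not always enough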;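 further: 0% = enzyme with substrate and 100% = substrate without enzyme; some results filed as inactive read as strong as hits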
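Assay system: Purified human Csn5 enzyme expressed in HEK293T cells | Amount: Enzyme 0.24 nM | Measured by: Fluorescence polarization readout | Medium: Tris/NaCl/DTT buffer, pH 7.5 | Compound dosing: One concentration, 12.5 µM, 0.25% DMSO | Times: 90 min incubation of compound, enzyme and substrate at room temperature | Control set: no-enzyme wells high, enzyme-with-substrate wells low | Read-out: % inhibition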
PABP1 MLLE inh – inhibitors of PABP1 MLLE–PAM2 peptide binding, primary screen, biochemical, fluorescence polarization, FITC-PAM2, GST-MLLE; Polyadenylate-binding protein 1 (Homo sapiens), P11940; inhibition, % at 20 µM; actives 0.36% (n = 360,000); AID 588489, 2011; in the data active means inhibition above about 35%, passing the limit was not always enough;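 further: plate controls were DMSO wells with GST-MLLE for no effect and wells lacking GST-MLLE protein for full effect; some results filed as inactive read as strong as hits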
Target sequence (P11940 whole entry, looked up): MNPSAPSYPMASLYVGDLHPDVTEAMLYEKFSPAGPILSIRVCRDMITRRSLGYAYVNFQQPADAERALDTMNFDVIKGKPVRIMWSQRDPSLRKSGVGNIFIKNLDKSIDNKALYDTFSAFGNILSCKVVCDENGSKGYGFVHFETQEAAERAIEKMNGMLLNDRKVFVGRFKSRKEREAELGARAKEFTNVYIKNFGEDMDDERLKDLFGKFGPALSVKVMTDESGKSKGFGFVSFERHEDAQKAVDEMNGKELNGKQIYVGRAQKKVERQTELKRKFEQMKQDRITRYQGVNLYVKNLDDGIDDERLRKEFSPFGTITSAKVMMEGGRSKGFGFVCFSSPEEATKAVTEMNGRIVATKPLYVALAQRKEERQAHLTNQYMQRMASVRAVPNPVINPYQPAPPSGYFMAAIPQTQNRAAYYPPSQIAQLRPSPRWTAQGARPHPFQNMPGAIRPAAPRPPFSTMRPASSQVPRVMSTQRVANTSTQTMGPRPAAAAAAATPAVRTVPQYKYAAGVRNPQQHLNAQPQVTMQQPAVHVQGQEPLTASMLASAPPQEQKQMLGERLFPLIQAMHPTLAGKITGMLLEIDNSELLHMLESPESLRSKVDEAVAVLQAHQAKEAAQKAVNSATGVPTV
NadD block – inhibitors of S. aureus NadD, primary screen, biochemical, colorimetric, uHTS; Nicotinate-nucleotide adenylyltransferase NadD (Staphylococcus aureus N315); purified NadD enzyme, colorimetric absorbance read-out; inhibition, % at 20 µM; actives 0.78% (n = 360,000); AID 602399, 2012; in the data active means inhibition above about 26%; further: some compounds past the cut are filed as inactive
Rin1 Abl inh – inhibitors of Rin1-Abl protein binding, primary screen, biochemical, TR-FRET; Tyrosine-protein kinase ABL1 (Homo sapiens) + Ras and Rab interactor 1 (Homo sapiens), …; inhibition, % at 7.35 µM; actives 0.4% (n = 360,000); in the data active means inhibition above about 5%, passing the limit was not always enough
Rpn11 block – Rpn11 (PSMD14) deubiquitinase inhibitors, primary screen, biochemical, fluorescence polarization, uHTS. 26S proteasome non-ATPase regulatory subunit 14 (Homo sapiens), O00487. human 26S proteasome, Ub4-pepOG fluorescence polarization; 20S core pre-blocked with epoxomicin. calls only at 20 µM. actives 0.59% (n = 360,000);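 active means inhibition at 20 µM, scaled to each plate's controls, above about 33%, limit read from the data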
Target sequence (O00487 whole entry, looked up): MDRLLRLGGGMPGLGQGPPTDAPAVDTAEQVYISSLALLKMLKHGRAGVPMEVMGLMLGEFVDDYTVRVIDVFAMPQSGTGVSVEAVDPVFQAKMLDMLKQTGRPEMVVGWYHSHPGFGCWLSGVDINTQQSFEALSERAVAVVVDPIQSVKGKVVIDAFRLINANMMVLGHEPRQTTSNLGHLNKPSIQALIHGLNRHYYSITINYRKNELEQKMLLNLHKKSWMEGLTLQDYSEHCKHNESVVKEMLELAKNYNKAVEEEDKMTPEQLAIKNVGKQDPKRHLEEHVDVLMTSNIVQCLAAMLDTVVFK
Numbers without * were called inactive; i = inactive; / = not tested or not shown.

SMILES	Neddylation inh	FAS-TE inh	SKN-1 block	MT1-MMP act inh	CSN inh	PABP1 MLLE inh	NadD block	Rin1 Abl inh	Rpn11 block
Cc1ccc(Cn2nnc3c(=O)[nH]c(C4CCN(S(=O)(=O)Cc5ccccc5)CC4)nc32)cc1	i	9	-12	5	4	-3	15	0	i
c1ccc(-c2nnc(-c3ccccn3)c(-c3ccccn3)n2)nc1	i	-7	11	0	3	3	4	-4	i
COc1ccccc1C(=O)Nc1nnc(SCC(=O)NC2CCCC2)s1	i	-6	-17	2	-1	16	-5	-3	i
CCC(C(=O)NCCCN1CCCCCC1)n1nc(C)c2sc3ccccc3c2c1=O (stereo not given)	i	-7	4	3	5	-8	3	0	i
COCCCNC(=S)NNC(=S)Nc1ccc(OC)cc1	i	-8	-9	2	-4	19	1	-4	i
NC(=O)c1nsc(C(=O)N(c2cccc(F)c2)C(C(=O)NCc2ccccc2)c2ccc(O)cc2)c1N (stereo not given)	i	10	10	-2	-2	-5	9	2	i
CS(=O)(=O)N1CCN(c2ccc(NC(=O)c3cc4ccccc4o3)cc2)CC1	i	-5	12	0	3	-6	7	-2	i
Cc1cc(C)n(C(=O)CNC(=O)c2ccccc2Br)n1	i	-8	12	-5	-5	-2	-4	4	i
O=C(Oc1ccc(/C=N/NC(=O)c2ccco2)cc1)c1ccccc1	i	-11	1	-1	-1	3	-2	3	i
O=C(NCCCN1CCOCC1)c1cccc(S(=O)(=O)N2CCOCC2)c1	i	-6	10	1	0	-6	-1	0	i
CC1(C)Nc2cccc3cccc(c23)N1	/	-6	-9	4	2	19	11	-22	i
Cc1cccnc1NC(=O)CCc1nnc2ccc(N3CCC4(CC3)OCCO4)nn12	i	-3	4	-1	1	-11	0	3	i
Nc1nnc(Cc2ccccc2F)s1	i	-5	-2	-2	-2	5	1	2	i
c1ccc(OCCSc2nc3ccccc3o2)cc1	i	19	39*	2	6	-78	1	-2	i
O=C(N/N=C1/CCSC1)c1cc(Br)ccc1O	i	-2	12	3	2	14	10	1	i
Cc1cccc(-c2noc(CN(C)S(=O)(=O)c3cc(Cl)ccc3Cl)n2)c1	i	28	7	3	-1	1	-3	-1	i
CC(=O)Nc1ccccc1NS(=O)(=O)c1ccc(Cl)cc1	i	-1	12	0	-2	-2	-4	-1	i
C/C=C1\C(OC2OC(CO)C(O)C(O)C2O)OC=C(C(=O)OC)C1CC(=O)OCC1C(C)C(OC(=O)CC2C(C(=O)OC)=COC(OC3OC(CO)C(O)C(O)C3O)/C2=C\C)CC1C(CO)CO (stereo not given)	i	-3	6	3	-3	8	4	-2	i
CCOC(=O)c1c(C)c(-c2ccccc2)n(CC(=O)N2CCN(C)CC2)c1C	i	-6	-3	-2	0	2	-7	0	i
CC(C)OC(=O)c1ccc(OC(=O)c2cccnc2)cc1	i	-4	4	-3	1	-19	0	0	i
C=C(C)CNC(=O)c1ccc2nc(Cc3ccc(OC)cc3)oc2c1	i	0	-19	5	1	0	-4	4	i
Cc1ccc(C(=O)NC(=S)NCc2ccccc2)cc1	i	22	-3	-4	2	21	0	-1	i
CCCc1cc(=O)[nH]c(SCC(=O)c2cc(C)n(-c3c(C)n(C)n(-c4ccccc4)c3=O)c2C)n1	i	-7	1	0	-9	18	0	0	i
O=C(NCC(F)(F)F)c1cc2c(c(-c3cccc(-c4ccccc4F)c3)n1)[C@H](CCO)N(C(=O)CC1CC1)C2	i	7	21	-8	0	/	-11	/	/
CC(=O)OCCNc1cc(Sc2nc3ccccc3[nH]2)c2nonc2c1[N+](=O)[O-]	i	76*	-9	5	0	38	4	1	i
CN(C)S(=O)(=O)N1CCN(Cc2ccccc2)CC1	i	-12	-3	0	-2	2	17	-3	i
COCCN(C(=O)c1cc(-c2ccccc2Cl)nc2ccccc12)c1c(N)n(CC(C)C)c(=O)[nH]c1=O	i	-12	-17	-1	4	10	4	8	i
NC(=O)CC1C(=O)N(c2ccccc2)C(=S)N1NC(=O)c1ccccc1 (stereo not given)	i	-8	-23	-1	1	3	-1	-2	i
COC(=O)[C@]12CCCCC=C1N(Cc1cccc3ccccc13)C(=O)[C@H](CC(=O)NCc1ccc(OC)c(OC)c1)C2	i	11	2	19	5	/	-7	/	/
CC(=O)N1CC2(CC(=O)OC(C)C)CN(C(C)=O)CC(CC(=O)OC(C)C)(C1)C2=O	i	-8	-7	2	-1	4	-4	4	i

Four compounds picked at random from those above, as already listed:
SMILES	Neddylation inh	FAS-TE inh	SKN-1 block	MT1-MMP act inh	CSN inh	PABP1 MLLE inh	NadD block	Rin1 Abl inh	Rpn11 block
CCCc1cc(=O)[nH]c(SCC(=O)c2cc(C)n(-c3c(C)n(C)n(-c4ccccc4)c3=O)c2C)n1	i	-7	1	0	-9	18	0	0	i
CC(=O)N1CC2(CC(=O)OC(C)C)CN(C(C)=O)CC(CC(=O)OC(C)C)(C1)C2=O	i	-8	-7	2	-1	4	-4	4	i
COCCN(C(=O)c1cc(-c2ccccc2Cl)nc2ccccc12)c1c(N)n(CC(C)C)c(=O)[nH]c1=O	i	-12	-17	-1	4	10	4	8	i
C=C(C)CNC(=O)c1ccc2nc(Cc3ccc(OC)cc3)oc2c1	i	0	-19	5	1	0	-4	4	i

Going on with the list.
SMILES	Neddylation inh	FAS-TE inh	SKN-1 block	MT1-MMP act inh	CSN inh	PABP1 MLLE inh	NadD block	Rin1 Abl inh	Rpn11 block
O=C(Nc1ccc(Cl)c(S(=O)(=O)N2CCOCC2)c1)C1=NN(c2ccccc2)C(=O)CC1	i	9	9	0	-3	-1	5	1	i
C=CC[C@@H](Cc1ccc(F)cc1)C(=O)OC[C@@H]1CCCN1C(=O)[C@H](CC=C)CC(=O)N[C@H](CO)Cc1ccccc1	i	23	-7	3	-2	2	-15	2	i
O=C1NCCN1CCN1C(=O)c2ccccc2NC1c1ccccc1 (stereo not given)	/	-5	-12	0	-6	-11	-8	-3	i
NC(=S)NN=C1CSSC1	i	-12	3	-29	-1	26	7	0	i
CC(=O)N1CCc2c(sc3c2c(=O)n(-c2ccccc2)c(=O)n3CC(=O)NCC2CCCO2)C1 (stereo not given)	i	-6	-1	1	4	5	-1	-1	i
CCn1c(C)nc2cc(C(=O)NNC(=O)CCC3CCCCC3)ccc21	i	-8	6	1	3	-50	3	-4	i
O=S(=O)(c1ccc(Cl)cc1)c1cnc(-c2cccnc2)nc1-c1ccccc1	i	-3	6	-4	2	0	6	-1	i
COc1ccc(-c2cc(C)no2)cc1S(=O)(=O)Nc1cccc(C)c1	i	6	-6	2	-6	1	-9	-2	i
NCCCCCc1cn([C@@H](CO)C(=O)NCCCCCCCCCCC(=O)N2CCNCC2)nn1	i	-8	4	-1	-4	-14	-4	3	i
O=c1cc(C(F)F)oc2c1ccc1ccccc12	/	-3	9	21	-4	-6	-1	3	i
Cc1nn(C)cc1C(C)Nc1nc2nonc2nc1N1CCCCC1 (stereo not given)	i	-5	-6	0	-1	-3	-4	1	i
c1ccc(Cn2c(Nn3cnnc3)nc3ccccc32)cc1	i	-6	0	-1	-1	-5	4	0	i
O=C(NCc1ccncc1)[C@@H]1CCCN1C(=O)[C@H]1CCCN1C(=O)c1c(F)cccc1F	i	-4	8	-2	-3	/	0	/	/
NC(=O)C1=C[C@@H](C2CCCCC2)C[C@@H](OCc2ccc(CO)cc2)O1	i	-4	-17	6	-2	6	0	2	i
O=C(Nc1cc(Cl)cc(Cl)c1)C(NCC1CCCO1)c1ccccc1 (stereo not given)	i	14	0	-1	-3	-5	-1	-5	i
CCCCOc1c(Cl)cc(C(=O)N2CCN(CC(=O)N3CCCC3)CC2)cc1OCC	i	-5	7	1	3	2	1	0	i
O=C(CSc1nnc(CCc2nc3ccccc3[nH]2)n1-c1ccccc1)NCc1ccco1	i	-9	-10	-6	-2	-9	-4	3	i
COC(=O)c1ccc(OCCCCN(C)Cc2ccccc2)cc1	i	-2	0	0	1	-6	-3	-1	i
COc1ccccc1NC(=S)NCc1ccc(Cl)cc1	i	5	-1	0	2	-28	2	-2	i
CC(=O)Nc1ccc(NC(=O)C2(C)Cc3c(-c4ccc(NC(C)=O)cc4)ccnc3O2)cc1 (stereo not given)	i	-5	3	2	-1	7	-2	1	i
O=C(CSc1cn[nH]n1)Nc1ccccc1C(=O)O	i	-4	6	4	0	22	3	2	i
CCC(=O)N1CCC1(C)C(=O)NCc1ccccc1SC (stereo not given)	i	-7	0	1	-2	-2	-3	-3	i
O=C(COC(=O)c1ccc(-c2cnc3ccccc3n2)cc1)c1ccccc1	i	0	0	-4	-5	-7	-4	0	i
Brc1ccc2[nH]ncc2c1	i	-10	16	-8	1	9	-6	-22	i
Cc1cc(NC(=O)CSc2nnc3c(C)cc4cc(C)c(C)cc4n23)no1	i	-7	-3	3	7	-21	-1	2	i
COc1ccc(CCNC(=O)c2cc(-c3ccccc3)c(N3CCOCC3)s2)c(OC)c1OC	i	18	-8	-2	1	-1	-4	1	i
CCc1nc2ccc(C(=O)Nc3cc(-c4ccccc4)ccc3OC)cn2c1N(C=O)CCC(C)C	i	17	3	-2	-4	4	6	4	i
Cc1ccccc1NC(=O)C1CCC(C)(C(=O)O)C1(C)C (stereo not given)	i	-3	-20	0	0	3	-2	-1	i
Nc1ncnc(N)c1N=Nc1ccccc1	i	0	-1	-3	0	-13	-1	-6	i
Nc1nc2c(ncn2[C@@H]2O[C@H](CNCc3ccccc3)[C@@H](O)[C@H]2O)c(=O)[nH]1	i	-10	7	1	-2	11	-1	6	i
CCCC1NC(=O)c2cccnc2-n2c1nc1ccc(OC)cc1c2=O (stereo not given)	i	-6	10	1	-8	9	3	0	i
CC(=C/c1ccccc1)/C=N/NC(=O)c1cnccn1	i	-6	-49	2	1	4	-4	-2	i
COc1ccc(NC(=O)CN(C)C(=O)c2ccc3c(c2)NC(=O)CS3)cc1	i	-5	27	-5	-1	-11	0	4	i
COc1cc2c(c(OC)c1OC)-c1ccc(OC)c(=O)cc1[C@@H](NC(C)=O)CC2	i	-9	-13	18	-7	6	1	-3	i
Cn1c(=O)c2c(nc(CN3CCC(C(N)=O)CC3)n2CCc2ccccc2)n(C)c1=O	i	-10	2	4	-1	0	4	-2	i
FC(F)(F)c1cc(NCc2cccs2)n2ncnc2n1	i	-5	12	0	-4	3	-5	0	i
CCOc1ccc(CCN2CN(CC)CNC2=S)cc1OCC	i	-6	-14	0	2	-102	1	5	i
COc1ccccc1C1CN(c2ccccc2)N=C1c1cccs1 (stereo not given)	/	25	7	-6	2	3	1	-4	i
NC(=O)CNC(=O)c1ccc(Cl)cc1	i	-4	4	-1	-4	7	-4	2	i

Bioassay records as filed in PubChem BioAssay.
